Kir21 block – Kir2.1 (mouse) channel inhibition | P35561 | HEK293-Kir2.1, FluxOR thallium flux fluorescence; stronger effect = lower value | B-score at 10 µM | 310,000 compounds, 0.85% hits;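 active means fluorescence ratio B-score at or below minus 3 SD of library scores, with starting-brightness B-score within 2 SD, cut at about -4.2 in these data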;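 further: channel flux triggered by added potassium and thallium sulfate stimulus; B-score of peak minus minimum fluorescence over baseline after thallium stimulus; more negative B-score means stronger Kir2.1 block with less thallium influx; some compounds called inactive have numbers as strong as hits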
Target sequence (P35561 whole entry, looked up): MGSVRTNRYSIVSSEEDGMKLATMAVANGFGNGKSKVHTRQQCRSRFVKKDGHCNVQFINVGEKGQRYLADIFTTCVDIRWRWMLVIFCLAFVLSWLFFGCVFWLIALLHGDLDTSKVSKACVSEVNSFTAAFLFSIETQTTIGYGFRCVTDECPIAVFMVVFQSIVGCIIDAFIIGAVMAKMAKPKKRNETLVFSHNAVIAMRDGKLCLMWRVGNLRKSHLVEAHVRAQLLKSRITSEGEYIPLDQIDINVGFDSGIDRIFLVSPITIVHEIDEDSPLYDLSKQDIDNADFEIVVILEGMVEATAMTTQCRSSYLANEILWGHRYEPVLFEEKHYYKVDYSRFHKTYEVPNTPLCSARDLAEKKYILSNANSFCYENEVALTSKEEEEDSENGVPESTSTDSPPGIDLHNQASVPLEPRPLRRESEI
KCNQ2 block – KCNQ2 channel blockers in CHO-K1 cells – cell-based, FluxOR thallium flux, B-score, primary screen (AID 2156); 20 min; stronger effect = lower value; B-score at 10 µM; 310,000 compounds, 1.1% hits;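 active means fluorescence ratio B-score at most minus 3 library SDs, with starting brightness B-score within 2 library SDs, cut at about -5.5 in these data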
STK33 kinase inh – human STK33 kinase inhibition; 320,000 compounds, 0.073% hits; inhibition, % at 10 µM; Q9BYT3; purified STK33, MBP phosphorylation, ADP-Glo luminescence;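 active means inhibition at or above 25%, using the most active replicate where run in duplicate; inactive means inhibition below 25%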
Target sequence (Q9BYT3 whole entry, looked up): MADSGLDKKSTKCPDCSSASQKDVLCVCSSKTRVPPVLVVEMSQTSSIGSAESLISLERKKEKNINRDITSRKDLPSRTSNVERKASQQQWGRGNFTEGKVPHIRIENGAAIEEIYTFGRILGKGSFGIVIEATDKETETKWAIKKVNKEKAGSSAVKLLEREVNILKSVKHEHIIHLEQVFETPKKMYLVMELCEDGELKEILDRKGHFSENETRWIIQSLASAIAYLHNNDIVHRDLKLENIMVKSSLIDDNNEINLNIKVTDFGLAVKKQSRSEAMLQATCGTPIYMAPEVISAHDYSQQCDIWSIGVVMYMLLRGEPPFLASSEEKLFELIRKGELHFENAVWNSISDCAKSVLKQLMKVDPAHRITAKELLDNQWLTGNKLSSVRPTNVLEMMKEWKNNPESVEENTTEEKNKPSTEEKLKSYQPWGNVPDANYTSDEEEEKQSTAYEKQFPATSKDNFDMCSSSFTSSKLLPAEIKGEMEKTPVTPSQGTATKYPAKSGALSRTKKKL
Numbers without * were called inactive.

How did CCOCCCN1C(=O)CN(C2CCCCC2)C(=O)C1c1ccc(OCC)c(OC)c1 (stereo not given) do in these assays?
Kir21 block: -0.01; KCNQ2 block: inactive; STK33 kinase inh: -1.3

What do the screens show for `O=C(c1ccccc1F)N1CCN(c2ccc([N+](=O)[O-])c(NCC3CCCO3)c2)CC1` (stereo not given)?
Kir21 block: 0.45; KCNQ2 block: inactive; STK33 kinase inh: -3.0

Results for COc1cccc(CN2CCc3[nH]c(=S)[nH]c(=O)c3C2)c1 ?
Kir21 block: -0.04; KCNQ2 block: inactive; STK33 kinase inh: -1.6

Results for O=C1CCCC2=C1C1(O)C(=O)c3ccccc3C1(O)O2 (stereo not given) ?
Kir21 block: 0.03; KCNQ2 block: inactive; STK33 kinase inh: -2.6

What do the screens show for `CCC1Oc2ccc(C)cc2N(CC(=O)N2CCOCC2)C1=O` (stereo not given)?
Kir21 block: -1.16; KCNQ2 block: inactive; STK33 kinase inh: -0.6

Results for CCn1c(SCC(=O)O)nc2ccccc21 ?
Kir21 block: 2.56; KCNQ2 block: inactive; STK33 kinase inh: 1.0

What do the screens show for `CCN(CC)S(=O)(=O)c1cccc(C(=O)OCC(=O)NC(C)c2ccccc2)c1` (stereo not given)?
Kir21 block: -0.22; KCNQ2 block: inactive; STK33 kinase inh: 0.2

Results for Cc1ccc2[nH]c(=O)c(C(c3nnnn3C(C)(C)C)N3CCN(C(=O)c4ccco4)CC3)cc2c1 (stereo not given) ?
Kir21 block: 0; KCNQ2 block: inactive; STK33 kinase inh: 0.5

What do the screens show for `CC(NC(=O)COC(=O)c1cc(NS(=O)(=O)c2ccc(Cl)c([N+](=O)[O-])c2)ccc1O)C1CC2CCC1C2` (stereo not given)?
Kir21 block: -1.42; KCNQ2 block: inactive; STK33 kinase inh: -0.6

Results for O=C(O)CCSc1nc2ccccc2n1CCOc1ccccc1 ?
Kir21 block: -0.02; KCNQ2 block: inactive; STK33 kinase inh: -0.1

What do the screens show for `Cc1ccc(NCc2nc(SCC(=O)Nc3ccccc3)n[nH]2)cc1`?
Kir21 block: -2.18; KCNQ2 block: inactive; STK33 kinase inh: 0.4

Results for Cc1nc(NC(=O)/C=C/c2ccccc2)sc1C(=O)Nc1ccccc1 ?
Kir21 block: 0.19; KCNQ2 block: inactive; STK33 kinase inh: 0.8

Results for COc1ccccc1CNC(=O)COC(=O)c1cccc(S(=O)(=O)N2CCOCC2)c1 ?
Kir21 block: -0.51; KCNQ2 block: inactive; STK33 kinase inh: -0.7

Results for Cc1cc(C)cc(NCc2cc(=O)oc3cc(-c4ccccc4)c(O)cc23)c1 ?
Kir21 block: 0.68; KCNQ2 block: inactive; STK33 kinase inh: -0.7

Results for CCCCC(=O)NC(=O)NC(c1ccccc1)c1ccccc1 ?
Kir21 block: -1.41; KCNQ2 block: inactive; STK33 kinase inh: -1.6

Results for O=C(O)c1cccc(CSc2nnc(COc3ccccc3)o2)c1 ?
Kir21 block: 0.89; KCNQ2 block: inactive; STK33 kinase inh: 0.2

What do the screens show for `CSc1ccc(-c2cccc([N+](=O)[O-])c2)nn1`?
Kir21 block: 0.36; KCNQ2 block: inactive; STK33 kinase inh: 0.1

Results for COc1ccc(-c2noc(CN(C)S(=O)(=O)c3ccccc3)n2)cc1OC ?
Kir21 block: 0.02; KCNQ2 block: inactive; STK33 kinase inh: -0.2

How did O=C(CSc1nc2[nH]ncc2c(=O)[nH]1)Nc1cccc(Cl)c1 do in these assays?
Kir21 block: 1.59; KCNQ2 block: inactive; STK33 kinase inh: 0.9

Results for COc1ccccc1NCN1C(=O)CCC1=O ?
Kir21 block: 0.24; KCNQ2 block: inactive; STK33 kinase inh: -0.6

Results for COC(=O)c1ccc(/C=N/NC(=O)CC(=O)NC(C)C)cc1 ?
Kir21 block: -1.32; KCNQ2 block: inactive; STK33 kinase inh: -1.7

What do the screens show for `O=C(OCc1ccc(Cl)cc1)c1ccccc1C(=O)c1ccccc1`?
Kir21 block: -2.66; KCNQ2 block: inactive; STK33 kinase inh: -2.2

Results for O=C(Nc1nc2n(n1)C(c1ccc(Cl)cc1)CC(c1ccc(Cl)cc1)N2)c1ccco1 (stereo not given) ?
Kir21 block: -0.04; KCNQ2 block: inactive; STK33 kinase inh: 0.3

How did COc1ccccc1-c1ccc(=O)n(CC(=O)Nc2ccc(C(=O)N3CCCC3)cc2)n1 do in these assays?
Kir21 block: -0.01; KCNQ2 block: inactive; STK33 kinase inh: -1.0

Results for COc1ccc(S(=O)(=O)N(C)C)cc1NC(=O)CCCSc1ccccc1 ?
Kir21 block: -0.45; KCNQ2 block: inactive; STK33 kinase inh: -0.8

What do the screens show for `CCN1/C(=C/C=C/c2sc3ccccc3[n+]2CC)Sc2ccccc21`?
Kir21 block: -1.44; KCNQ2 block: -6.89*; STK33 kinase inh: 3.3

Results for Cc1cc(=O)[nH]c(SCC(=O)Nc2cc(S(=O)(=O)N(C)C)ccc2Cl)n1 ?
Kir21 block: 0.85; KCNQ2 block: inactive; STK33 kinase inh: -1.8

What do the screens show for `N#Cc1cccc(C(=O)Nc2cccc(S(=O)(=O)N3CCCC3)c2)c1`?
Kir21 block: -0.27; KCNQ2 block: inactive; STK33 kinase inh: -0.5

How did COc1ccc(C(C(=O)NC2CCCC2)N(Cc2ccco2)C(=O)c2snc(C(N)=O)c2N)cc1OC (stereo not given) do in these assays?
Kir21 block: -0.2; KCNQ2 block: inactive; STK33 kinase inh: -0.3

What do the screens show for `COc1cccc(CNS(=O)(=O)c2cccc(S(=O)(=O)N3CCOCC3)c2)c1`?
Kir21 block: -0.72; KCNQ2 block: inactive; STK33 kinase inh: -0.5

Looked up by structure from the entries so far:
Results for Cc1cc(=O)[nH]c(SCC(=O)Nc2cc(S(=O)(=O)N(C)C)ccc2Cl)n1 ?
Kir21 block: 0.85; KCNQ2 block: inactive; STK33 kinase inh: -1.8

Results for COc1ccc(S(=O)(=O)N(C)C)cc1NC(=O)CCCSc1ccccc1 ?
Kir21 block: -0.45; KCNQ2 block: inactive; STK33 kinase inh: -0.8

How did COc1ccccc1-c1ccc(=O)n(CC(=O)Nc2ccc(C(=O)N3CCCC3)cc2)n1 do in these assays?
Kir21 block: -0.01; KCNQ2 block: inactive; STK33 kinase inh: -1.0

Other structures follow:
How did CC1=CCn2c(=O)c3ccccc3c(=O)n2C1 do in these assays?
Kir21 block: 0.2; KCNQ2 block: inactive; STK33 kinase inh: 1.6

How did CCN(CC)CCNC(=O)C1c2cc(OC)c(OC)cc2C(=O)N(C)C1c1cccs1 (stereo not given) do in these assays?
Kir21 block: -0.21; KCNQ2 block: inactive; STK33 kinase inh: -0.5

How did CS(=O)(=O)N(Cc1ccc(F)cc1)Cc1nc2ccccc2c(=O)[nH]1 do in these assays?
Kir21 block: 0.19; KCNQ2 block: inactive; STK33 kinase inh: -1.6

How did Cc1noc(C(=O)Nc2ccc(C#N)cc2)c1Cl do in these assays?
Kir21 block: -0.01; KCNQ2 block: inactive; STK33 kinase inh: 1.2

Results for O=C(O)CC1(CC(=O)Nc2ccc3ccccc3c2)CCCCC1 ?
Kir21 block: 0.01; KCNQ2 block: inactive; STK33 kinase inh: 0.1

How did NS(=O)(=O)c1ccc(CCNc2ccnc3cc(Cl)ccc23)cc1 do in these assays?
Kir21 block: 0.11; KCNQ2 block: inactive; STK33 kinase inh: -1.5

What do the screens show for `Cc1cccnc1NC(=S)Nc1ccc(Cl)c(Cl)c1`?
Kir21 block: 1.01; KCNQ2 block: inactive; STK33 kinase inh: -0.9

What do the screens show for `COCCn1c(SC2CCCCC2=O)nnc1-c1ccncc1` (stereo not given)?
Kir21 block: -0.02; KCNQ2 block: inactive; STK33 kinase inh: -0.2

Results for O=C(NNC(=O)c1ccc(Br)o1)c1ccc(NC(=O)c2ccccc2)cc1 ?
Kir21 block: -1.13; KCNQ2 block: inactive; STK33 kinase inh: 2.6

What do the screens show for `Cc1cc(NC(=O)CSc2nnc(CNC(=O)c3ccccc3)o2)no1`?
Kir21 block: -1.74; KCNQ2 block: inactive; STK33 kinase inh: 0.6

A run of entries of the results above:
What do the screens show for `Cc1cccnc1NC(=S)Nc1ccc(Cl)c(Cl)c1`?
Kir21 block: 1.01; KCNQ2 block: inactive; STK33 kinase inh: -0.9

What do the screens show for `COCCn1c(SC2CCCCC2=O)nnc1-c1ccncc1` (stereo not given)?
Kir21 block: -0.02; KCNQ2 block: inactive; STK33 kinase inh: -0.2

Results for O=C(NNC(=O)c1ccc(Br)o1)c1ccc(NC(=O)c2ccccc2)cc1 ?
Kir21 block: -1.13; KCNQ2 block: inactive; STK33 kinase inh: 2.6

What do the screens show for `Cc1cc(NC(=O)CSc2nnc(CNC(=O)c3ccccc3)o2)no1`?
Kir21 block: -1.74; KCNQ2 block: inactive; STK33 kinase inh: 0.6

Continued:
Results for O=C(c1ccc2c3n(nc2c1)-c1ccc(Cl)cc1CO3)N1CCOCC1 ?
Kir21 block: -0.38; KCNQ2 block: inactive; STK33 kinase inh: 1.6

How did O=C(NC(=S)Nc1ccccc1)c1csnn1 do in these assays?
Kir21 block: 1.88; KCNQ2 block: inactive; STK33 kinase inh: -0.6

What do the screens show for `COc1cccc(/C=N/NC(=O)c2ccccc2NC(=O)c2ccco2)c1OC`?
Kir21 block: -1.36; KCNQ2 block: inactive; STK33 kinase inh: 5.1

How did CC1(C)CC(=O)C(C=NCCN2CCN(C3CC(=O)N(c4ccc(Br)cc4)C3=O)CC2)=C(O)C1 (stereo not given) do in these assays?
Kir21 block: 0; KCNQ2 block: inactive; STK33 kinase inh: -0.9

How did O=C(Nc1ccccc1)/C(=C\c1ccccc1)NC(=O)c1ccco1 do in these assays?
Kir21 block: 0.11; KCNQ2 block: inactive; STK33 kinase inh: -0.3

Results for CC(=O)c1sc(NC(=O)c2ccc(C(C)(C)C)cc2)nc1C ?
Kir21 block: -1.16; KCNQ2 block: inactive; STK33 kinase inh: -0.8

What do the screens show for `Cc1cc(C(=O)N2CCC(Cc3ccccc3)CC2)no1`?
Kir21 block: -0.02; KCNQ2 block: inactive; STK33 kinase inh: -2.7

Results for COc1ccc(NC(=O)Cc2c(F)cccc2Cl)cc1 ?
Kir21 block: 0.1; KCNQ2 block: inactive; STK33 kinase inh: 0.5

Results for N#C/C(C(N)=O)=C1/CCc2ccccc2N1 ?
Kir21 block: -0.02; KCNQ2 block: inactive; STK33 kinase inh: 15.3

Results for Cc1ccc(/C=C(\C#N)c2nc3ccccc3[nH]2)s1 ?
Kir21 block: -0.71; KCNQ2 block: inactive; STK33 kinase inh: -1.9

How did Cc1cc(OCC(=O)NCC(c2cccs2)N2CCOCC2)ccc1C(C)C (stereo not given) do in these assays?
Kir21 block: -1.94; KCNQ2 block: inactive; STK33 kinase inh: 1.2

What do the screens show for `CC1(C)Cc2ccccc2C(Nn2cnnc2)=N1`?
Kir21 block: 1.69; KCNQ2 block: inactive; STK33 kinase inh: 0.2

What do the screens show for `Cc1ccc(F)c(NC=C2C(=O)OC(C)(C)OC2=O)c1`?
Kir21 block: 0.56; KCNQ2 block: inactive; STK33 kinase inh: -0.6

How did CCOc1cc(C(C(=O)NCC2CCCO2)N(C(=O)Cn2nnc3ccccc32)c2ccccc2OC)ccc1O (stereo not given) do in these assays?
Kir21 block: 1.08; KCNQ2 block: inactive; STK33 kinase inh: -2.1

How did COC(=O)CCNS(=O)(=O)c1ccc2ccccc2c1 do in these assays?
Kir21 block: 1.16; KCNQ2 block: inactive; STK33 kinase inh: -1.2

How did CCC(C)NC(=O)C1CCC(=O)N1CCc1ccccc1 (stereo not given) do in these assays?
Kir21 block: -0.01; KCNQ2 block: inactive; STK33 kinase inh: -1.7

How did O=C(/C=C/c1ccc(S(=O)(=O)N2CCOCC2)cc1)NC(=S)NCCCn1ccnc1 do in these assays?
Kir21 block: -3.91; KCNQ2 block: inactive; STK33 kinase inh: -1.3

What do the screens show for `CCc1ccccc1NC(=O)N[C@H](C(=O)O)C(C)CC` (stereo not given in full)?
Kir21 block: 0.16; KCNQ2 block: inactive; STK33 kinase inh: 1.7

How did CCOC(=O)N1CCC(Nc2c(Nc3ccc(C)c(C)c3)c(=O)c2=O)CC1 do in these assays?
Kir21 block: -0.12; KCNQ2 block: inactive; STK33 kinase inh: 0.7

Results for COc1cc(/C=C2/C(=O)N=C(N)N2C)cc(OC)c1OC ?
Kir21 block: 1.36; KCNQ2 block: inactive; STK33 kinase inh: 1.0

Results for O=C(NC(=S)NCCc1ccccc1)C1CCCCC1 ?
Kir21 block: -0.37; KCNQ2 block: inactive; STK33 kinase inh: -1.2

Results for O=c1ccccn1Cc1c(F)cccc1Cl ?
Kir21 block: -0.89; KCNQ2 block: inactive; STK33 kinase inh: 0.9

What do the screens show for `O=C1C=C(O)C(n2cncn2)C(c2ccc(F)cc2)C1` (stereo not given)?
Kir21 block: 0.91; KCNQ2 block: inactive; STK33 kinase inh: 0.2

How did COc1ccc(N2C(=O)/C(=C\c3ccco3)N=C2SCC(=O)NC(C)(C)C)cc1Cl do in these assays?
Kir21 block: 0.05; KCNQ2 block: inactive

How did CCOC(=O)c1cc(-c2ccc(F)cc2)n(CC(=O)Nc2nccs2)c1C do in these assays?
Kir21 block: -0.8; KCNQ2 block: inactive

How did COc1cc(CN2CCCCCC2)cc(Br)c1O do in these assays?
Kir21 block: 2.67; KCNQ2 block: inactive; STK33 kinase inh: -1.8

How did CC(=O)Nc1ccc(S(=O)(=O)NNc2cccc(C)c2)cc1 do in these assays?
Kir21 block: 0.66; KCNQ2 block: inactive; STK33 kinase inh: 0.7

Results for O=C(N/N=C/c1ccc[nH]1)c1ccc([N+](=O)[O-])cc1 ?
Kir21 block: 1.17; KCNQ2 block: inactive; STK33 kinase inh: -0.9

High-throughput results deposited in PubChem BioAssay by several laboratories.

Hits appear at their usual frequency; 1.9% or so of the library scored in one or more.
